From PubChem BioAssay
APOBEC3A inh: human APOBEC3A DNA deaminase inhibition; AID 493011; 330,000 tested, 0.41% active; recombinant A3A, FAM/TAMRA ssDNA deamination fluorescence; inhibition, % at 20 µM;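 active = at least 40% inhibition at 20 µM here, with at most 30% in a related deaminase screen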;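 note: plate controls were A3A with DMSO for no effect and wells lacking A3A enzyme for full effect; some results filed as inactive read as strong as hits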
Target sequence (P31941 whole entry, looked up): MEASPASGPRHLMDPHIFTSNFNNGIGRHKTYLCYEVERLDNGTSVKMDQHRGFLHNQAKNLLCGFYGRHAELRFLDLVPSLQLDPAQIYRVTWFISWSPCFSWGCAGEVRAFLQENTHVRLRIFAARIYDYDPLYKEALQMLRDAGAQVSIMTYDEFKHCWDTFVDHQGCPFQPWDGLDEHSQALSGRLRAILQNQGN
beta cell repl: MIN6 beta-cell proliferation induction; MIN6 cells proliferation, ATPlite luminescence, 48 h; cells starved in 0.2% serum; 100% = growth in 10% serum; proliferation, % at 10 µM; 330,000 tested, 0.29% active;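 active = compounds whose signal lies at least 3.5 SD above the mean of all wells on their plate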;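 note: 0% = DMSO-treated cells in low-serum medium and 100% = 10% serum control; some compounds called inactive have numbers as strong as hits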
hIAP activ: human IAP activation; AID 2524; 330,000 tested, 0.16% active; P09923; purified human IAP, CDP-Star luminescence, 30 min; stronger effect = higher value; 1 = vehicle-only enzyme, 0 = enzyme-free background; activation factor at 10 µM;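 active = activation factor of the enzyme at least 2-fold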; note: the source names both 10 and 20 µM as test concentration; values of inactives mirror those of a sister screen read the other way
MPTP inh: inhibitors of mitochondrial permeability transition pore; isolated mouse mitochondria, Ca2+ swelling absorbance, 30 min; inhibition, % at 10 µM; 360,000 tested, 1.4% active;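 active = inhibition of 50% or more, scaled per plate between neutral and stimulator controls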;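 note: 0% = DMSO wells given calcium and 100% = 1 mM EGTA wells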
mIAP act: increases mouse intestinal alkaline phosphatase activity; muIAP, CDP-Star luminescence, 30 min; stronger effect = higher value; 1 = vehicle-only enzyme signal, 0 = enzyme-free wells; activation factor at 10 µM; 330,000 tested, 0.24% active; AID 2805;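 active = activation factor of at least 2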; note: the source names both 10 and 20 µM as test concentration; values of inactives mirror those of a sister screen read the other way
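System: Mouse IAP enzyme | Also added: CDP-Star substrate | Dosing: Compounds dispensed in DMSO | Schedule: 30 min enzyme-substrate-compound incubation at room temperature | Technique: Chemiluminescence readout | Control set: DMSO-only wells and no-enzyme negative control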
A3G deaminase: APOBEC3G (human) deaminase inhibition; Q9HC16; AID 493012; recombinant A3G, ssDNA deamination FAM/TAMRA fluorescence; inhibition, % at 20 µM; 330,000 tested, 0.28% active;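 active = inhibition of at least 40% at 20 µM, with no more than 30% in the related APOBEC3A deaminase screen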;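 note: plate controls were DMSO wells with A3G for no effect and wells lacking A3G enzyme for full effect; some compounds called inactive have numbers as strong as hits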
Target sequence (Q9HC16 whole entry, looked up): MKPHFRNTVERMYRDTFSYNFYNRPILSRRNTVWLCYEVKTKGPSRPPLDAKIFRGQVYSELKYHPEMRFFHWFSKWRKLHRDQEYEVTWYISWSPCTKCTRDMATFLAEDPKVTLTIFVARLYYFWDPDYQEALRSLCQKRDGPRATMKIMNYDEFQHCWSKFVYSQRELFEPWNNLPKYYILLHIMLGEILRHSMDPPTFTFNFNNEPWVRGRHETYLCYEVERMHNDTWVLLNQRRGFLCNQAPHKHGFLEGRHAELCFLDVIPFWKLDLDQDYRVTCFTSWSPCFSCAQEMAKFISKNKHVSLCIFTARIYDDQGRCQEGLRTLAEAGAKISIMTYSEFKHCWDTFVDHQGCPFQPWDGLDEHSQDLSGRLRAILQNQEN
GRIN3A LBD mod: modulates the human NR3A ligand-binding domain; AID 1259313; NR3A LBD differential scanning fluorimetry, Tm shift; 0% = protein alone, 100% = glycine-bound protein; 340,000 tested, 2.5% active; Tm shift relative to glycine control, % at 25 µM;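 active = melting temperature shift of at least 10% of the positive control shift, at one fixed dose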
mIAP block: mouse IAP inhibition | purified mouse IAP, CDP-Star luminescence, 30 min | inhibition, % at 10 µM | 330,000 tested, 0.2% active | AID 2806;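 active = inhibition of at least 40% at 10 µM in the primary screen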;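 note: plate controls were DMSO with enzyme for no effect and no enzyme wells for full effect; values of inactives mirror those of a sister screen read the other way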
hIAP inh: blocks human intestinal alkaline phosphatase | purified IAP, CDP-Star luminescence, 30 min | inhibition, % at 10 µM | 330,000 tested, 0.12% active | AID 2544;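 active = inhibition reaching a set limit with compound at 10 µM in the primary screen, cut at about 35% in these data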;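 note: plate controls were DMSO wells with enzyme for no effect and no-enzyme buffer wells for full effect; values of inactives mirror those of a sister screen read the other way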
Numbers without * were called inactive; . = not tested or not shown.

SMILES	APOBEC3A inh	beta cell repl	hIAP activ	MPTP inh	mIAP act	A3G deaminase	GRIN3A LBD mod	mIAP block	hIAP inh
COc1cc(OC)cc(C(=O)Nc2ccc(S(=O)(=O)N3CCOCC3)cc2)c1	-5	-2	0.72	1.0	0.96	-10	1	4	28
CC(OC(=O)Cn1[nH]c(=O)c2ccccc2c1=O)C(=O)Nc1ccc(F)cc1 (centres undefined)	-3	3	1.1	-2.6	0.98	-4	2	2	-10
CC(=O)N/C(=C\c1ccccc1)C(=O)Nc1ccccc1C	1	-1	1.4	-0.3	1.1	-3	-2	-6	-41
COC(=O)c1ccc(NC(=O)C2CCCN(S(=O)(=O)c3cnc[nH]3)C2)cc1 (centres undefined)	0	4	0.99	-0.6	1	-5	1	-4	1
CCOC(=O)C1=C(C)N=C2SC=C(C)N2C1c1ccc(OC)cc1 (centres undefined)	-2	-3	1	1.0	1.1	-12	-1	-11	-2
Fc1ccc(/C=N/Nc2ncnc3nc[nH]c23)cc1F	-5	-3	1.8	-0.2	0.99	-10	3	1	-79
COc1cccc(OC)c1C(=O)N1CCN=C1SCc1cccnc1	-2	4	0.82	-1.0	0.94	-3	0	6	18
Cc1ccc(C(=O)Nc2sc3c(c2C(=O)O)CCC(C)C3)o1 (centres undefined)	-3	-5	1	0.8	0.97	-3	0	3	-3
CC(=O)c1ccc(N2CCN(C(=O)CCNC(=O)Cn3ccc4ccccc4c3=O)CC2)cc1	-4	-2	1	0.2	1	-12	-3	0	-2
CCCCNC(=S)N1CCN(c2ccccc2Cl)CC1	-2	-4	0.88	-0.5	0.98	-10	-4	2	12
COc1ccc(S(=O)(=O)N2CCOC2CNC(=O)C(=O)NCCc2ccc(OC)c(OC)c2)cc1C (centres undefined)	-6	0	0.87	6.3	1	-9	-3	-5	13
C=CCSc1nc2sc(C)c(C)c2c(=O)n1N	1	-2	0.95	15	0.92	-2	-11	8	5
CC1CN(C(=O)C(c2ccccc2)c2ccccc2)CC(C)O1 (centres undefined)	-3	-2	1	-0.4	1	-4	0	0	-2
Cc1nc2sc(-c3ccccc3)cc2c(=O)n1/N=C/N(C)C	-1	-1	0.91	0.2	0.95	-3	-1	4	9
CCOC(=O)c1cccc(Nc2nc(C)cc(C)n2)c1	-5	-2	0.86	1.6	1	-8	6	-3	14
O=C(OCc1nnc(-c2ccccc2)o1)c1ccc(CO)cc1	-3	2	1.1	-1.0	1	-8	6	-3	-5
COc1ccc(/C=N/NC(=O)c2ccccc2[N+](=O)[O-])cc1CN1CCc2cc(OC)c(OC)cc2C1C (centres undefined)	0	-2	0.89	5.1	0.9	-11	-2	10	11
Cc1ccnc(NC(c2ccccn2)c2c(C)[nH]c3ccccc23)c1 (centres undefined)	-3	-2	1	-1.1	1	-8	-2	-1	0
COc1ccc(-c2nc(CN3CCCCC3c3cccnc3)c(C)o2)c(F)c1 (centres undefined)	3	-3	1.1	-1.0	1.1	0	1	-6	-7
O=C1NC(Cc2ccc(O)cc2)c2nc3ccc(Cl)cc3c(=O)n2-c2ccccc21 (centres undefined)	-3	-1	0.96	.	0.96	-8	.	4	4
COc1cc2c(cc1NC(=O)COC(=O)[C@@H](NS(=O)(=O)c1ccccc1)C(C)C)oc1ccccc12	4	-3	0.96	-30	1	-3	7	-3	4
COc1cccc2c(N/N=C/c3ccco3)cc(C)nc12	0	5	1	-3.9	1.2	-5	1	-20	-3
COCCOC(=O)C1=C(C)Nc2ncnn2C1c1ccco1 (centres undefined)	-2	0	1.1	0.3	1	0	0	0	-10
CC1(C)CC(=O)C(C2C3=C(CC(C)(C)CC3=O)OC3=C2C(=O)CC(C)(C)C3)=C(O)C1	1	-1	0.94	2.9	0.95	-4	6	5	6
CN(c1ccc(C(=O)NCc2ccccn2)cc1)S(=O)(=O)c1ccc(Cl)cc1	2	-2	0.81	-0.5	1	3	0	-1	19

Some values from above:
In APOBEC3A inh, `COc1cc(OC)cc(C(=O)Nc2ccc(S(=O)(=O)N3CCOCC3)cc2)c1` is entered as -5
In hIAP activ, `CN(c1ccc(C(=O)NCc2ccccn2)cc1)S(=O)(=O)c1ccc(Cl)cc1` is entered as 0.81
In hIAP activ, `O=C(OCc1nnc(-c2ccccc2)o1)c1ccc(CO)cc1` is entered as 1.1
In mIAP act, `CCCCNC(=S)N1CCN(c2ccccc2Cl)CC1` is entered as 0.98
In APOBEC3A inh, `COc1cccc(OC)c1C(=O)N1CCN=C1SCc1cccnc1` is entered as -2

Additional compounds.
SMILES	APOBEC3A inh	beta cell repl	hIAP activ	MPTP inh	mIAP act	A3G deaminase	GRIN3A LBD mod	mIAP block	hIAP inh
Fc1ccc(NC(=S)Nc2ccccc2OC(F)F)cc1Cl	-6	0	1.2	100*	1.1	-9	5	-6	-19
COc1ccccc1CNC(=O)CSc1nnc2ccc(-c3cccnc3)nn12	-8	-4	1.3	0.9	1.1	-8	0	-11	-26
Cc1onc(-c2ccccc2)c1C(=O)N1CCN(c2ccc([N+](=O)[O-])cc2)CC1	-5	8	0.93	0.1	0.92	-4	2	8	7
N#CCCN1CCN(S(=O)(=O)c2ccc(S(=O)(=O)NC3CC3)cc2)CC1	-2	-2	0.9	-2.3	0.76	-6	-2	24	10
O=[N+]([O-])c1cccc(-c2csc(N/N=C/c3cccc(O)c3)n2)c1	-2	-5	0.84	0.9	0.87	-6	24*	13	16
O=C(c1cc([N+](=O)[O-])cc([N+](=O)[O-])c1)N1CCN(Cc2ccc3c(c2)OCO3)CC1	0	-2	1.1	-2.9	1	0	0	-3	-5
Nc1cc2c(cc1[N+](=O)[O-])OCCOCCOCCO2	5	-2	0.85	-0.1	0.88	1	1	12	15
COC(=O)[C@]1(Cc2ccccc2)N[C@H](CN(C)C(C)=O)[C@@H]2C(=O)N(C)C(=O)[C@@H]21	-2	-1	1	3.0	1.1	-3	2	-5	-1
CN(CC(=O)NCCCN1CCOCC1)S(=O)(=O)c1cc(Cl)ccc1Cl	-3	-2	1.2	0.4	1	-4	-5	-1	-21
COc1ccc(NC(=O)CSc2nnc(C)n2Cc2ccccc2)cc1	-6	1	1.2	0.2	0.99	-8	1	1	-18
CC(C)(O)C#Cc1ccc(C(=O)NCc2cccs2)s1	-4	2	0.93	1.3	0.96	-3	-2	4	8
CC(C)(C)CC(=O)NC(=S)N1CCCCCC1	0	-4	0.84	-1.2	0.98	-7	1	2	16
O=C(c1cc2nc(-c3ccco3)cc(C(F)(F)F)n2n1)N1CCCCCC1	-6	-1	1.1	0.8	0.91	-6	-2	10	-10
CCC(c1c(C)n(C)n(-c2ccccc2)c1=O)c1c(C)n(C)n(-c2ccccc2)c1=O	-2	2	0.93	-2.4	1.1	-3	-1	-5	7
Cc1cc(C(F)(F)F)nn1CC(=O)NNC(=S)Nc1cccc(Cl)c1	-1	-1	1.6	32	0.93	-1	0	7	-56
O=C1C2=C(Nc3ccccc3SC2c2ccco2)c2ccccc21 (centres undefined)	-1	-4	0.76	8.8	0.78	0	-1	22	24
O=C1Nc2ccccc2S/C1=C/Nc1cccc(Cl)c1	-2	-2	0.88	8.5	0.94	4	3	6	12
COc1ccc(OC)c(NC(=O)CCNC(=O)Cn2ccc3ccccc3c2=O)c1	3	0	1.1	0.6	1.1	12	-5	-6	-6
COc1ccc(C(=O)CN2C(=O)NC3(CCCCC3)C2=O)cc1OC	-5	-2	1.1	-0.4	1.1	-6	2	-10	-15
O=C(Nc1nccs1)c1cccc(N2C(=O)c3cccc4c([N+](=O)[O-])ccc(c34)C2=O)c1	1	-6	1.1	-3.9	0.97	0	-1	3	-14
COCCNC(=O)CN1C(=O)NC2(CCCc3ccccc32)C1=O (centres undefined)	-1	-3	1.1	0.1	0.93	-2	0	8	-11
Cn1c(C(=O)c2ccncc2)cc2ccccc21	5	1	1	0.6	1	-6	-5	-2	-3
Nc1ccccc1C(=O)NNc1c2ccccc2nc2ccccc12	-1	3	0.78	15	0.78	-8	-1	22	22
CC12CCC(=O)N1C(C(=O)N1CCN(c3ccc(C(F)(F)F)cc3[N+](=O)[O-])CC1)CS2 (centres undefined)	-1	1	1.2	-0.3	0.97	-1	2	2	-16
Cc1cc2oc(=O)cc(Cn3nnc(-c4ccc(Cl)cc4)n3)c2cc1C(C)C	-4	-4	0.94	.	0.88	-13	.	12	6

Full records, quoted from the list. Values in the order: APOBEC3A inh	beta cell repl	hIAP activ	MPTP inh	mIAP act	A3G deaminase	GRIN3A LBD mod	mIAP block	hIAP inh
Listed for `CC(C)(O)C#Cc1ccc(C(=O)NCc2cccs2)s1` = -4	2	0.93	1.3	0.96	-3	-2	4	8
Listed for `COc1ccc(OC)c(NC(=O)CCNC(=O)Cn2ccc3ccccc3c2=O)c1` = 3	0	1.1	0.6	1.1	12	-5	-6	-6
Listed for `CN(CC(=O)NCCCN1CCOCC1)S(=O)(=O)c1cc(Cl)ccc1Cl` = -3	-2	1.2	0.4	1	-4	-5	-1	-21
Listed for `Nc1cc2c(cc1[N+](=O)[O-])OCCOCCOCCO2` = 5	-2	0.85	-0.1	0.88	1	1	12	15
Listed for `Cc1onc(-c2ccccc2)c1C(=O)N1CCN(c2ccc([N+](=O)[O-])cc2)CC1` = -5	8	0.93	0.1	0.92	-4	2	8	7

Back to the main list, starting two compounds before the break.
SMILES	APOBEC3A inh	beta cell repl	hIAP activ	MPTP inh	mIAP act	A3G deaminase	GRIN3A LBD mod	mIAP block	hIAP inh
CC12CCC(=O)N1C(C(=O)N1CCN(c3ccc(C(F)(F)F)cc3[N+](=O)[O-])CC1)CS2 (centres undefined)	-1	1	1.2	-0.3	0.97	-1	2	2	-16
Cc1cc2oc(=O)cc(Cn3nnc(-c4ccc(Cl)cc4)n3)c2cc1C(C)C	-4	-4	0.94	.	0.88	-13	.	12	6
O=C(O)c1ccc(N/N=C/C=C/c2ccccc2)cc1	-3	-1	0.91	1.0	1	-6	4	0	9
COCCNc1ncnc2c1cnn2Cc1ccc(Cl)cc1	-3	-1	0.96	0.6	1	-6	1	-1	4
O=C(NCc1ccccc1)c1cc[n+]([O-])cc1	-3	-2	0.87	-0.9	0.95	-9	2	5	13
CC(=O)/C(=C\N(C)C)Sc1ccc(C)cc1	-3	1	0.77	3.3	0.97	-6	3	3	23
OCC[C@H]1C[C@H](O)[C@@H](O)[C@]2(CCc3ccccc3O2)O1	0	2	1.2	-1.0	0.99	24	2	1	-19
COc1cccc(CN2CCNC(=O)C2CC(=O)NC2CCCCCCC2)c1 (centres undefined)	-3	-3	1.4	-0.4	0.99	-3	0	1	-40
